# aSyn yeast rescue: alpha-synuclein toxicity suppression in yeast | S. cerevisiae alpha-synuclein toxicity rescue, BacTiter-Glo growth, 24 h | Potency, µM (doses to about 46.1 µM), for the others: at the highest dose growth rescue (activation), actives largely listed as activators | actives 0.02% (n = 94,000); active = well fitted activation curve with a large enough effect; note: 0% is about no effect
#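 Growth restoration measured by BacTiter-Glo luminescence after 24 hr at 30 deg C; alpha-synuclein yeast, raffinose-pregrown to mid-log, were added at OD600=0.02 in galactose medium onto pinned compounds.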
# * hit, by the source's call; [ ] = another dose, or the depositor's remark. Potency is the fitted concentration of half-maximal effect. Not all compounds are listed; the hit share may differ from the screen's.
SMILES,aSyn yeast rescue
Cc1ccc(S(=O)(=O)NCC(=O)OC(C)C(=O)NC2CCCCC2C)cc1C (stereo not given),-8%
O=C(NCCSCc1ccccc1)c1cc(S(=O)(=O)N2CCOCC2)ccc1F,-1%
O=C(O)Cc1sc(Nc2ccccc2Cl)nc1-c1ccccc1,0%
O=C(Nc1ccc2c(c1)CN(C(=O)Nc1ccc(F)cc1)CC2)c1ccccn1,-7%
COc1ccc(-c2noc(CSCC(=O)Nc3cccc(C(F)(F)F)c3)n2)cc1OC,3%
Cc1cc(OCc2cc(C(=O)NC(C)c3cnn(C)c3)no2)cc(C)c1Cl (stereo not given),-2%
CCOc1ccc(S(=O)(=O)NCC(c2ccc(N(C)C)cc2)N2CCc3ccccc32)cc1 (stereo not given),4%
CCCCCNC(=O)Cc1cc(=O)[nH]c(=O)[nH]1,5%
CC1CCc2nc3ncn(Cc4ccccc4F)c(=O)c3cc2C1 (stereo not given),16%
COc1ccc(N2CC(NC(=O)N(C)CCC#N)CC2=O)cc1 (stereo not given),-11%
COC(=O)c1cccnc1NC(=S)NC(C)C,-16%
COc1ccccc1N1CCN(C(=O)C2CCN(S(=O)(=O)c3cccs3)CC2)CC1,-1%
O=C(CCn1nc(-c2ccccc2)c2ccccc2c1=O)Nc1ccccc1,4%
Cc1cc(C)c(C)c(S(=O)(=O)N2CCN(C(=O)c3ccc4c(=O)n5c(nc4c3)CCC5)CC2)c1C,-5%
CCCCN(CCCC)CCNC(=O)CN1C(=O)CSc2ccc(S(=O)(=O)N3CCCCC3)cc21,0%
CCc1nn(CC(=O)NCCCN(CC(C)C)CC(C)C)c(=O)c2cc3sc(C)cc3n12,6%
CCCCN(C(=O)c1ccc(Cl)c([N+](=O)[O-])c1)c1c(N)n(CCC)c(=O)[nH]c1=O,-3%
O=C(Cn1nc2c(cc1=O)CCCC2)NCc1ccc(Cl)cc1,-10%
O=C(c1ccc(S(=O)(=O)NCc2ccco2)cc1)N1CCN(Cc2ccccc2)CC1,-1%
COC(=O)c1ccc(NC(=O)CC2C(=O)N(c3cccc(OC)c3)C(=O)N2Cc2cccc(OC)c2)cc1 (stereo not given),4%
O=C(c1cccc(-n2cccc2)c1)N1CCN(S(=O)(=O)c2ccccc2)CC1,1%
C[C@H](CO)N1C[C@H](C)[C@H](CN(C)C(=O)Nc2ccc(-c3cccs3)cc2)OCc2cnnn2CCCC1=O,5%
Oc1c(C(c2ccccc2Cl)N2CCOCC2)sc2nc(-c3ccco3)nn12 (stereo not given),2%
Cc1cccc(CS(=O)(=O)Cc2ccc(C(=O)NCc3ccc(Cl)cc3)o2)c1,-9%
NC(=O)C1CCCN(C(=O)CCCNC(=O)c2ccc(Cl)cc2)C1 (stereo not given),-1%
COc1ccc(CCN(C)S(=O)(=O)c2ccc(Cl)nc2)cc1OC,-10%
O=C(CSc1nc(=O)n(Cc2ccco2)c2c1CCC2)NCc1ccccc1,3%
Cc1nn2c(C)c(C(=O)NC(C)(C)C)cnc2c1-c1ccc(F)cc1,-3%
C=CCN(C(=O)CCS(=O)(=O)c1cccc2nsnc12)c1ccccc1,8%
COc1cc2nc(NCCc3cccc(C)c3)n3nc(-c4ccccc4)nc3c2cc1OC,3%
O=C(CN1C(=O)c2cccc3cccc1c23)NC1CCCC1,-7%
O=S(=O)(c1ccc(NC(=S)NCc2ccncc2)cc1)N1CCCCC1,-5%
COC(=O)c1ccc(Cl)cc1NC(=O)Nc1nnc(N(C)Cc2ccccc2)s1,-4%
N#CCCN1CCCc2cc(N=Nc3ccc(C(F)(F)F)cc3)ccc21,-28%
Cc1ccc(S(=O)(=O)/N=C2\C=C(NS(=O)(=O)c3ccc(C)cc3)C(=O)c3ccccc32)cc1,-3%
O=C(Nc1nc2n(n1)C(c1ccc(Cl)cc1)C=C(c1ccccc1)N2)c1ccco1 (stereo not given),-3%
Cc1cccc(-n2nnnc2S(C)(=O)=O)c1,-16%
O=C([C@H](Cc1ccccc1)N1C(=O)c2ccccc2C1=O)N1CCOCC1,8%
CC1=NNC(=O)C1CCC(=O)N/N=C/c1ccc(C)cc1 (stereo not given),9%
Cn1c(COc2ccc([N+](=O)[O-])cc2)nnc1SCC(N)=O,-1%

# Nothing new here: 7 of the compounds above.
SMILES,aSyn yeast rescue
N#CCCN1CCCc2cc(N=Nc3ccc(C(F)(F)F)cc3)ccc21,-28%
Cc1ccc(S(=O)(=O)/N=C2\C=C(NS(=O)(=O)c3ccc(C)cc3)C(=O)c3ccccc32)cc1,-3%
O=C(Nc1nc2n(n1)C(c1ccc(Cl)cc1)C=C(c1ccccc1)N2)c1ccco1 (stereo not given),-3%
Cc1cccc(-n2nnnc2S(C)(=O)=O)c1,-16%
O=C([C@H](Cc1ccccc1)N1C(=O)c2ccccc2C1=O)N1CCOCC1,8%
CC1=NNC(=O)C1CCC(=O)N/N=C/c1ccc(C)cc1 (stereo not given),9%
Cn1c(COc2ccc([N+](=O)[O-])cc2)nnc1SCC(N)=O,-1%

# The listing continues.
SMILES,aSyn yeast rescue
COc1ccccc1N1CCN(S(=O)(=O)c2ccc(-c3cc(C(F)(F)F)on3)s2)CC1,6%
COc1cccc(OC)c1C(=O)NC(=S)NNC(=O)[C@H]1C[C@@H]1c1ccccc1,3%
N#C/C(=C/c1ccccc1Cl)c1nc(-c2cc3ccccc3oc2=O)cs1,-2%
Cn1nc(C(=O)Nc2cccc(S(N)(=O)=O)c2)c2ccccc2c1=O,-13%
CC(C)(C)OC(=O)N1CCC(N2CCN(Cc3ccccc3)C(=O)C2=O)CC1,-4%
Cc1cccc(C(=O)OCc2cc(=O)oc3c(C)c(C)ccc23)c1O,0%
COc1ccc2cc3c(N)nn(C(=O)c4ccc(F)cc4)c3nc2c1,-10%
COc1ccc(NC(=O)C2(S(=O)(=O)c3ccc(C)cc3)CC2)c(OC)c1,5%
Cc1ccc(C(=O)OCC(=O)Nc2ccc(C)c(S(=O)(=O)N3CCCCC3)c2)o1,7%
COc1ccc(/C=C/C(=O)c2cc3c(cc2N)OCO3)cc1,-25%
COc1ccc(Br)cc1CNC(=O)c1ccc2c(c1)N(C)CCS2,1%
NC(=O)CSc1nnnn1-c1ccccc1Cl,-12%
CCCCN(C)CCNC(=O)C1CCN(c2nc3ccc(CC)cc3s2)CC1,22%
C=CCN(C(=O)CSC1=NC(=O)CN1C(C)=O)c1nc(C)c(-c2ccccc2)s1,-25%
CCN(C(=O)CSc1nnc(-c2ccccc2)o1)c1c(N)n(Cc2ccccc2)c(=O)[nH]c1=O,-8%
O=C(NCc1ccccc1)N1CCN(CCO)CC1,3%
COc1ccc(N(CC(=O)Nc2cc([N+](=O)[O-])ccc2C)S(C)(=O)=O)cc1OC,6%
Cc1ccc(-n2ncc(C(=O)NCc3ccc4c(c3)OCO4)c2C2CCN(C(=O)OC(C)(C)C)CC2)c(C)c1,3%
CCN(c1ccc(OC)cc1)S(=O)(=O)c1nnc(NC(=O)COc2ccc(F)cc2)s1,-5%
O=C(NCCc1c[nH]c2ccccc12)C(=O)NCC1OCCN1S(=O)(=O)c1ccc(Cl)cc1 (stereo not given),9%

# Retrieved by structure from above (four):
SMILES,aSyn yeast rescue
NC(=O)CSc1nnnn1-c1ccccc1Cl,-12%
COc1ccc(Br)cc1CNC(=O)c1ccc2c(c1)N(C)CCS2,1%
Cc1ccc(-n2ncc(C(=O)NCc3ccc4c(c3)OCO4)c2C2CCN(C(=O)OC(C)(C)C)CC2)c(C)c1,3%
O=C(NCCc1c[nH]c2ccccc12)C(=O)NCC1OCCN1S(=O)(=O)c1ccc(Cl)cc1 (stereo not given),9%

# Later entries.
SMILES,aSyn yeast rescue
O=C(c1ccc(S(=O)(=O)N2CCCC2)cc1)N1CCC(CN2C(=O)c3cccc4cccc(c34)C2=O)CC1,-4%
COc1cccc(-c2nnc(-c3ccccc3NC(=O)c3cccc(C(F)(F)F)c3)o2)c1,-8%
CCOC(=O)c1c(C)[nH]c(C)c1S(=O)(=O)N1CCCC(C(=O)Nc2ccccc2OCC)C1 (stereo not given),1%
COc1cc(/C=C/C(=O)OCC(=O)NC(=O)NC(C)(C)C)ccc1OCC#N,0%
Cn1c(=O)oc2cc(S(=O)(=O)Nc3ccc(O)cc3)ccc21,19%
Cc1ccc(CN2C(=O)C(O)(c3c[nH]c4ccccc34)c3cc(Cl)ccc32)cc1 (stereo not given),-51%[inhibitor]
CCc1nc2nc(C)cc(Nc3cc(C)ccc3C)n2n1,-2%
CCOC(=O)c1ccccc1NC(=O)CSc1cn(CC(=O)N2CCOCC2)c2ccccc12,-3%
O=C(Nc1ccc(Br)cc1)c1cc(S(=O)(=O)NC2CCCC2)ccc1F,2%
CCOc1ccc(S(=O)(=O)N2CCN(c3ccc(C)cc3C)CC2)c2ccccc12,8%
CCC(Oc1ccc(F)cc1)C(=O)Nc1nc2c(s1)CCCC2 (stereo not given),-14%
O=C(COC(=O)CNS(=O)(=O)c1ccc(Cl)cc1)NC1CCCCC1,-1%
CCOC(=O)Cn1c(CN2CCOCC2)nc2c1c(=O)[nH]c(=O)n2C,8%
COc1cc(OC)cc(-c2nc3nc(C)c(CCC(=O)Nc4ccc(Cl)cc4)c(C)n3n2)c1,-6%
CCOc1ccc(C(=O)Nc2c3c(nn2-c2ccc(C)cc2)CS(=O)C3)cc1OCC (stereo not given),6%
COc1ccccc1NC(=O)C(=O)NCCc1csc(-c2cccc(F)c2)n1,2%
CC(C)c1ccc(NC(=O)c2ccc(F)c(S(=O)(=O)N3CCc4ccccc4C3)c2)cc1,3%
O=C(NCc1ccccc1)c1ccc(Cl)nc1,1%
COc1ccc(CC(=O)Nc2cc(-c3cn4cccnc4n3)ccc2OC)cc1,-6%
N#Cc1ccc(C(=O)Nc2ccc([N+](=O)[O-])cc2)c(F)c1,0%
COc1cccc(NC(=O)C2CCN(c3ccc(Sc4ccc(C)cc4)nn3)CC2)c1,-6%
COc1ccccc1NCC(=O)N/N=C/c1sccc1C,-12%
COc1ccc(S(=O)(=O)N2CCCCCC2)cc1C(=O)N(C)Cc1ccc(Cl)cc1Cl,5%
CC(C)CC(=O)Nc1ccc2c(c1)OCO2,-14%
Cc1ccc(C(=O)NCCNC(=O)c2ccccn2)cc1,2%
Oc1c(C(Nc2ccccn2)c2ccccc2F)ccc2cccnc12 (stereo not given),21%
Cc1ccc(NS(=O)(=O)c2ccc3oc(=O)c4ncn(C)c4c3c2)cc1C,0%
COc1cc(Cl)c(C)cc1NC(=O)CSc1nc2c(c(=O)[nH]1)CCC2,-1%
CCn1cc(C(=O)Nn2cnnc2)c(=O)c2ccc(C)nc21,1%
CCOC(=O)C(CC)Sc1ncnc2c1c(-c1ccccc1)cn2-c1ccc(OC)cc1 (stereo not given),0%

# Single values from the entries so far:
# Entry for COc1cc(Cl)c(C)cc1NC(=O)CSc1nc2c(c(=O)[nH]1)CCC2 under aSyn yeast rescue: -1%
# Entry for CC(C)CC(=O)Nc1ccc2c(c1)OCO2 under aSyn yeast rescue: -14%

# Carrying on:
SMILES,aSyn yeast rescue
COc1cccc(C(=O)COc2ccc3c(C)c(Cc4ccccc4)c(=O)oc3c2)c1,-4%
O=C(Cn1c(=O)n(-c2ccccc2Cl)c(=O)c2sc3ccccc3c21)NC1CCCCC1,6%
Cc1ccc(C(=O)Nc2ccccc2C(=O)N2CC(C)OC(C)C2)cc1 (stereo not given),-11%
CCn1c(SCC(=O)N2CCCCC2)nc2c(c1=O)SC(C)C2 (stereo not given),-1%
CCOc1ccc(NC(=O)Nc2c(C)n(C)n(-c3ccccc3)c2=O)cc1,-1%
Cc1cc(=O)n2c(nc3ccccc32)s1,5%
COC(=O)c1ccc2c(c1)N(Cc1cc(C)ccc1C)C(=O)c1ccccc1S2(=O)=O,0%
CC(C)N(Cc1nc(-c2ccccc2)no1)S(=O)(=O)c1ccccc1,-4%
O=c1cc(Nc2ccc3c(c2)OCCO3)[nH]c(=O)n1-c1ccc(Cl)cc1,-9%
COc1ccc(NC(=O)Cn2c(=O)n(Cc3nc(-c4ccccc4)no3)c(=O)c3cc4c(cc32)OCO4)c(OC)c1,0%
COc1ccc(C)cc1N(C(=O)c1ccccc1F)c1nc2ccccc2s1,13%
Cc1ccc(CN2CCC[C@]3(N[C@H](c4ccccc4)[C@@H]4C(=O)N(C)C(=O)[C@@H]43)C2=O)cc1,4%
CCc1c(C)c2ccc(O)c(CN3CCN(c4ccc(F)cc4)CC3)c2oc1=O,14%
C[C@@H]1CN([C@H](C)CO)C(=O)CCCn2nncc2CO[C@@H]1CN(C)S(=O)(=O)c1ccc2c(c1)OCCCO2,-7%
CC(Sc1nccn1C)C(=O)Nc1ccc(Cl)cn1 (stereo not given),5%
COc1ccccc1N1CCN(c2csc3ccccc3c2=O)CC1,15%
CC(=O)N1CCc2cc(S(=O)(=O)NC3CCCCC3)ccc21,7%
COC(=O)CNC(=O)CCc1nnc(C2(c3ccc(Cl)cc3)CCC2)o1,-8%
CC(=O)c1sc(N/N=C2\CC3CCC2(C)C3(C)C)nc1C (stereo not given),-5%
Cc1noc(C)c1NC(=O)N(C)C[C@H]1OCCCC[C@@H](C)Oc2ccc(NS(=O)(=O)c3ccccc3)cc2C(=O)N([C@H](C)CO)C[C@@H]1C,-7%
COCCOC(=O)c1c(C)oc2ccc(NS(=O)(=O)c3ccc(F)cc3)cc12,13%
COCCNC(=O)CCCN1C(=O)CCn2nc(-c3cccn3C)cc21,-1%
COc1ccc(C(=O)COC(=O)c2cccc(-n3cnnn3)c2)c(OC)c1,-2%
CCc1cc2c(SCC#N)ncnc2s1,2%
Fc1ccccc1Nc1n[nH]c(=S)s1,-3%

# Two entries from above in another layout.
compound	aSyn yeast rescue
COc1ccccc1NC(=O)C(=O)NCCc1csc(-c2cccc(F)c2)n1	2%
O=C(c1ccc(S(=O)(=O)N2CCCC2)cc1)N1CCC(CN2C(=O)c3cccc4cccc(c34)C2=O)CC1	-4%
